Screening data: PubChem, several laboratories
Mcl-1 Bim block = inhibitors of Bim-Mcl-1 interaction, human; 0.1% of 190,000 active; AID 1009; inhibition, % at 10 µM; Bead-based flow cytometry, Bim peptide-Mcl-1 binding; in the data active = inhibition above about 40%;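 note: 0% = no compound tracer wells and 100% = peptide blocker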
Target sequence (Q07820 whole entry, looked up): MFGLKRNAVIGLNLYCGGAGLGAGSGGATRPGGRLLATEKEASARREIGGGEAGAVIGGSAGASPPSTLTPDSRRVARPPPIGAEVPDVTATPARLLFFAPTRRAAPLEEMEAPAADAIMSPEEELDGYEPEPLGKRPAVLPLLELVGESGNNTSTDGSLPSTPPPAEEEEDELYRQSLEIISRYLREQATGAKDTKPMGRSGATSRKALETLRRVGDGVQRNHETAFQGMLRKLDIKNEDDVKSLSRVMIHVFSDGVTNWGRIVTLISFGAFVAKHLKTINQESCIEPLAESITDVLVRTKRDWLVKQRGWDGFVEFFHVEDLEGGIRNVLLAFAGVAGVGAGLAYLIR
Rac1 wt modul = alters GTP binding to wildtype human Rac1; GST-Rac1 beads, fluorescent GTP binding, flow cytometry; actives lie on both sides; 0 = cold GTP competed, 100 = untreated; GTP binding activity (% of control), % at 10 µM; 0.27% of 190,000 active;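 active = GTP binding activity at least 20 points away from the 100% control level, either lower or higher; inconclusive = compound flagged as likely green fluorescent, judged across all proteins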
Mcl1 Bid PPI = disrupts binding of human Mcl-1 to Bid peptide; Q07820; TR-FRET Mcl-1/Bid-Dy647 peptide binding, 1536-well; inhibition, % at 21.7 µM; 0.97% of 220,000 active; AID 1021;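 active = compounds that cut the binding signal by more than half at the single screening dose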;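 note: His-tagged Mcl-1 with europium anti-His antibody binding Bid BH3 peptide; 0% = Mcl-1 plus peptide wells and 100% = peptide-only wells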
Rac1 act GTP bind = modulators of GTP binding to human Rac1 activated mutant | P63000 | GST-Rac1 activated beads, fluorescent GTP binding, flow cytometry; actives lie on both sides; 100% means binding = to untreated wells | percent activity (GTP binding), % at 10 µM | 0.11% of 190,000 active | AID 764;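 active = GTP binding at least 20 percentage points away from the 100% baseline, in either direction, so actives lie on both sides; inconclusive = Compound likely fluorescent itself, or too few beads counted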
Pf gametocyte = kills late stage P. falciparum gametocytes. P. falciparum stage V gametocytes, ATP luminescence, 24 h. inhibition, % at 10.9 µM. 0.065% of 150,000 active. AID 743093;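 active = inhibition above the mean plus 3 SD of compounds within the control limits, set per campaign, cut at about 38% in these data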;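 note: 0% = DMSO wells and 100% = medium only without gametocytes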
Mcl1 Noxa PPI = Mcl-1/Noxa interaction inhibition; TR-FRET Mcl-1/Noxa peptide binding, 2 h; 1.5% of 220,000 active; inhibition, % at 21.7 µM; Q07820;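 active = compounds that cut the protein-peptide binding signal by more than 50% relative to plate controls in a single-dose test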;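 note: His-tagged Mcl-1 with rhodamine Noxa BH3 peptide and terbium anti-His antibody; 0% = Mcl-1 plus Noxa peptide wells and 100% = peptide-only wells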
Rab7 wt modul = alters GTP binding to wildtype dog Rab7. GST-Rab7 beads, fluorescent GTP binding, flow cytometry; actives lie on both sides; untreated = 100%, excess cold GTP = 0%. 0.055% of 190,000 active. GTP binding activity (percent of control), % at 10 µM;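 active = fluorescent GTP binding to Rab7 beads changed by at least 20 points from the 100% baseline, either direction, mostly lower; inconclusive = compound itself probably fluorescent, or too few beads counted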;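 note: median green fluorescence of bound Bodipy-FL-GTP per Rab7 bead population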
HRas wt GTP bind = modulators of GTP binding to human HRas wildtype; AID 759; GST-Ras wt beads, Bodipy-FL-GTP binding, flow cytometry; actives lie on both sides; GTP binding activity, % at 10 µM; 0.14% of 190,000 active;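 active = GTP binding activity at least 20% away from the 100% baseline, either lowered as inhibitor or raised as activator; inconclusive = flagged as likely green fluorescent, judged across all proteins in the well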;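 note: 0% = unlabeled GTP competition control and 100% = no-compound control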
Target sequence (P01112 whole entry, looked up): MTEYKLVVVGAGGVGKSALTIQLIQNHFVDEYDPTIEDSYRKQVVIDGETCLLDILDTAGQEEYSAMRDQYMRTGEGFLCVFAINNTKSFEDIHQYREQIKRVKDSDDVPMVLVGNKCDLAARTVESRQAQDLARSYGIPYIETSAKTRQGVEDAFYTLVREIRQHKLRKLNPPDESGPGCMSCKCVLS
RGS8-Gao reg = modulates binding of RGS8 to human Galphao | P09471 | multiplexed bead flow cytometry; actives lie on both sides | response (percent of control binding), % at 10 µM | 0.34% of 220,000 active | AID 1423; in the data active = response below about 60% or above about 140%; inactive = in between;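 note: Galphao activated as the GDP aluminium fluoride complex binding bead-coupled RGS8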
Rab2 wt GTP = changes GTP binding to wildtype dog Rab2A, up or down; 0.19% of 190,000 active; GST-Rab2 wt beads, Bodipy-GTP binding, flow cytometry; P61105; GTP binding activity, % at 10 µM;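 active = GTP binding activity at least 20 points away from 100%, either lowered or raised; inconclusive = signal likely due to the compound's own green fluorescence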;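 note: 0% = beads with excess unlabeled GTP and 100% = no-compound control corrected for plate trend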
Cdc42 wt = modulators (inhibitors or activators) of GTP binding to human Cdc42 wildtype; P60953; percent activity (GTP binding), % at 10 µM; 0.2% of 190,000 active; GST-Cdc42 beads, Bodipy-GTP binding, flow cytometry; actives lie on both sides;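 active = percent activity GTP binding at least 20 points away from the 100% baseline, either down as inhibitor or up as activator; inconclusive = compound flagged as likely green fluorescent from well-wide comparison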;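 note: median bead fluorescence of bound Bodipy-FL-GTP at 100 nM; 0% = excess unlabeled GTP control and 100% = no compound control; below 100% means less GTP binding so inhibitor and above means activator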
Target sequence (P60953 whole entry, looked up): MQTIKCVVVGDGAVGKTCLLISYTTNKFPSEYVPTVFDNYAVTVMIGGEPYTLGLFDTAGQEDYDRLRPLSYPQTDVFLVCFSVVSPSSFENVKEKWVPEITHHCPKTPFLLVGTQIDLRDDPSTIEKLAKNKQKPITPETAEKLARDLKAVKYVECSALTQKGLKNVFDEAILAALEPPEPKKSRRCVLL
The depositor's hits bear a star; ? = inconclusive; nt = no result given; & = joins results of further samples.

SMILES	Mcl-1 Bim block	Rac1 wt modul	Mcl1 Bid PPI	Rac1 act GTP bind	Pf gametocyte	Mcl1 Noxa PPI	Rab7 wt modul	HRas wt GTP bind	RGS8-Gao reg	Rab2 wt GTP	Cdc42 wt
CN(C)c1ccc2c(c1)N=C(c1ccco1)OP2(=S)N1CCOCC1 (stereo not drawn)	-2	105	-1	100	nt	15	98	101	91	99	102
O=[N+]([O-])NC1=NCN(Cc2ccco2)CN1Cc1ccco1	2	104	-4	103	4	19	105	98	100	99	100
CC(=NCc1ccc(F)cc1)c1c(O)n(C)c(=O)n(C)c1=O	4	?	-15	?	-16	2	?	?	98	?	?
COc1ccc(OC)c(NC2=NCCCS2)c1	0	98	-17	96	-4	2	92	95	101	95	97
COc1ccc2c(c1)CC1(CN2C)C(=O)NC(=O)N(c2ccc(F)cc2)C1=O (stereo not drawn)	2	93	-76	95	1	-13	94	94	102	94	92
Cc1ccc(Cn2nnnc2CN2CCC(n3nnc4ccccc43)CC2)cc1	4	111	3	105	-41	3	107	106	103	105	109
CC(=O)N1N=C(c2cccnc2)CC1c1ccccc1O (stereo not drawn)	0	95	-28	94	nt	16	94	93	99	96	93
CN(C)c1ccc(/C=C2/C(=O)NC(=O)N(Cc3ccco3)C2=O)cc1	0	101	-12	95	-11	27	99	98	101	97	100
Cn1c(O)c(C(c2ccccn2)c2c(O)n(C)c(=S)[nH]c2=O)c(=O)[nH]c1=S	2	100	4	99	nt	4	98	98	87	99	102
O=C(Cn1cnc2ccccc2c1=O)NCCC(=O)N1CCC2(CC1)OCCO2	-5	111	-4	102	nt	6	103	104	100	102	105
CC(Cc1ccccc1)[n+]1cc(/N=C(\[O-])Nc2ccccc2)on1 (stereo not drawn)	-2	102	-9	95	nt	12	98	99	102	96	99
NP(=O)(Oc1ccccc1Cl)Oc1ccccc1Cl	1	98	-10	96	nt	10	105	98	100	98	98
COc1ccc(OP(=O)(Nc2ccccc2)Nc2ccccc2)cc1	-6	101	-12	101	nt	11	103	101	117	99	99
CC1(C)COC(Nc2cccc(Cl)c2)=N1	-3	102	7	98	nt	-37	99	97	106	99	100
CN(C)C(Cc1ccc(Cl)cc1)C(=O)c1ccccc1 (stereo not drawn)	-1	105	-2	98	nt	12	98	96	102	96	101
NC(=O)Cn1cc(C(=O)c2ccccc2F)c2ccccc21	0	103	-10	96	-1	-6	107	101	108	103	104
CCCCN1CCC(C#N)(Nc2ccccc2)CC1	-4	101	-55	98	2	0	101	101	101	99	101
COc1ccc2c3c([nH]c2c1)C(C)=NCC3	-1	106	-11	96	nt	4	97	99	102	96	100
Cc1ccc(C(=O)N[C@@H](C)CN2C3=NC[C@@H](Cc4ccccc4)N3C[C@H]2Cc2ccc(O)cc2)cc1Br	0	103	6	101	nt	27	99	100	18*	100	102
CCOC(=O)C1=C(C)OC(N)=C(C#N)C12C(=O)Nc1ccc(C)cc12 (stereo not drawn)	0	108	-3	96	nt	5	104	102	101	101	104
COc1ccccc1-n1c(O)c(C=Nc2c(C)n(C)n(-c3ccccc3)c2=O)c(=O)[nH]c1=O	0	106	-56	100	3	6	104	103	102	101	107
CCC(C)NC(=O)c1c(N)n(Cc2ccc3c(c2)OCO3)c2nc3ccccc3nc12 (stereo not drawn)	0	100	nt	97	nt	nt	94	97	100	96	99
C=Cn1ccnc1P(=S)(c1ccc(Cl)cc1)c1nccn1C=C	-1	94	-31	94	-3	13	101	95	99	97	92
O=c1[nH]c(=O)n(CCC2=CCCCC2)c(O)c1C=NCc1cccnc1	1	107	-23	98	nt	7	105	102	101	102	104
Cc1cc2c(C(C)C)c(O)c(O)c(C=O)c2c(O)c1-c1c(C)cc2c(C(C)C)c(O)c(O)c(C=O)c2c1O	2&3	87&92	100*	88&88	nt	118*	91&95	91&96	103&98	88&93	92&97
Continued:
SMILES	Mcl-1 Bim block	Rac1 wt modul	Mcl1 Bid PPI	Rac1 act GTP bind	Pf gametocyte	Mcl1 Noxa PPI	Rab7 wt modul	HRas wt GTP bind	RGS8-Gao reg	Rab2 wt GTP	Cdc42 wt
Cc1cc(C(=O)N=Nc2c(O)n(C)c3ccccc23)c(C)o1	7	102	-14	100	nt	16	95	100	105	99	98
COc1cc2c(cc1OC)[C@@]13CCN4CC5=CCO[C@H]6CC(=O)N2[C@H]1[C@H]6[C@H]5C[C@H]43	-3	102	-12	101	nt	12	96	100	103	98	99
Cc1nn(Cc2ccc(Cl)cc2Cl)c(Cl)c1C(=O)Nc1ccc(OC(F)F)cc1	-7	98	-3	99	-9	7	98	100	103	101	97
CN(C)C(=O)Oc1ccc(-c2cn3cc(C(F)(F)F)ccc3n2)cc1	0	101	-69	100	-22	-4	98	98	99	100	102
O=c1[nH]c(=S)n(CCC2=CCCCC2)c(O)c1C=NCCCn1ccnc1	0	100	-73	99	11	-57	98	99	100	98	98
Cc1ccccc1-n1c(O)c(C=Nc2ccc(N(C)C)cc2)c(=O)[nH]c1=O	0	104	-90	100	2	20	98	102	97	98	102
CNCCc1nc(N)n[nH]1	1	?	31	?	nt	36	?	?	98	?	?
CC(C)COc1ccc(C2(C#N)CC[N+](C)(C)CC2)cc1	-1	103	0	101	nt	28	98	104	99	104	107
CCCCn1c(O)c(C(C)=NCCc2ccccc2)c(=O)[nH]c1=O	-2	98	-12	96	nt	6	97	99	101	97	97
O=[N+]([O-])c1ccc(N2CCNCC2)cc1Sc1ccccn1	-2	105	-17	102	8	21	99	103	95	98	103
O=C(O)c1cccc2nc3ccccc3nc12	2	96	6	96	nt	19	101	95	101	95	95
CCCCCc1nc2c(c(=O)c3ccccc3n2C)c(=O)n1C1CCCCCC1	-4	96	54*	95	11	25	96	97	97	94	96
COC(=O)C1=CO[C@@H](C)[C@@H]2CN3CC[C@@]4(C(=O)Nc5ccccc54)[C@@H]3C[C@H]12	-4	107	11	100	nt	14	100	105	94	103	103
CCS(=O)(=O)N1CCC(C(=O)N2CCC3(CC2)OCCO3)CC1	-6	105	-37	100	15	6	101	101	101	104	105
O=C(c1cc2c(s1)-c1ccccc1OC2)N1CCC2(CC1)OCCO2	-2	103	-10	97	nt	-22	95	99	96	99	99
Cc1ccc(N2C(=O)/C(=C/c3ccc(CN(CCC#N)S(C)(=O)=O)o3)C(=O)NC2=S)cc1C	1	93	5	92	nt	66*	94	96	99	92	94
CCCCCSc1cc(OC)c(CCNC)cc1OC	-18	104	-11	100	-19	9	101	99	100	101	104
Cc1ccc(OP(N)(=O)Oc2ccc(C)cc2)cc1	-3	96	-19	94	nt	1	95	95	103	98	94
OC(c1ccccc1)(c1ccccc1)C1CCNCC1	0	97	-8	95	nt	7	96	100	100	99	102
Cn1c(NN=O)nc2ccccc21	-2	100	-38	97	-12	27	105	101	99	98	95
CN1C(=O)c2ccccc2Sc2ccc(C(=O)N3CCC4(CC3)OCCO4)cc21	0	98	-4	96	nt	16	100	98	103	97	96
Cc1ccc(-n2c(-c3cccs3)nc3ccccc3c2=O)cc1	-4	105	-22	97	nt	5	101	98	103	102	99
Cc1cc(C)cc(N2C(=O)NC(=O)/C(=C\c3cc(C)n(C)c3C)C2=O)c1	4	?	-23	?	-12	17	?	?	100	?	?
COc1cc2c(cc1OC)CC[N+](C)=C2	2	99	-5	97	nt	11	99	97	105	96	97
Cc1ccccc1OCCCn1cc(C(=O)C(=O)N2CCOCC2)c2ccccc21	0	100	-18	96	nt	5	103	98	100	100	99

Pulled by compound from above:
SMILES	Mcl-1 Bim block	Rac1 wt modul	Mcl1 Bid PPI	Rac1 act GTP bind	Pf gametocyte	Mcl1 Noxa PPI	Rab7 wt modul	HRas wt GTP bind	RGS8-Gao reg	Rab2 wt GTP	Cdc42 wt
O=[N+]([O-])c1ccc(N2CCNCC2)cc1Sc1ccccn1	-2	105	-17	102	8	21	99	103	95	98	103
CC(C)COc1ccc(C2(C#N)CC[N+](C)(C)CC2)cc1	-1	103	0	101	nt	28	98	104	99	104	107
Cc1ccc(N2C(=O)/C(=C/c3ccc(CN(CCC#N)S(C)(=O)=O)o3)C(=O)NC2=S)cc1C	1	93	5	92	nt	66*	94	96	99	92	94
O=C(c1cc2c(s1)-c1ccccc1OC2)N1CCC2(CC1)OCCO2	-2	103	-10	97	nt	-22	95	99	96	99	99

(list continues)
SMILES	Mcl-1 Bim block	Rac1 wt modul	Mcl1 Bid PPI	Rac1 act GTP bind	Pf gametocyte	Mcl1 Noxa PPI	Rab7 wt modul	HRas wt GTP bind	RGS8-Gao reg	Rab2 wt GTP	Cdc42 wt
O=C(NCc1ccccn1)c1ccccc1Cl	4	96	-19	95	10	-5	98	99	97	99	97
CC/C(=C\C=C\[C@@H]1C=C[C@@H]2CCC[C@H]2[C@@H]1C(=O)c1ccc[nH]1)[C@@H]1O[C@@H]([C@@H](C)C(=O)O)CC[C@@H]1C	-6	97	-24	93	nt	-13	95	93	88	94	92
C=CCN1C(=O)NC(=O)/C(=C/c2cnc(SC)nc2)C1=O	0	101	-20	100	-26	4	100	103	94	103	105
CN(C)C(=O)Oc1cccc2c(OC(=O)N(C)C)cccc12	-4	99	-8	95	nt	13	98	96	92	96	100
O=C(CNS(=O)(=O)c1cccs1)N1CCC2(CC1)OCCO2	0	101	-9	100	15	-2	104	102	100	102	103
COc1ccc(CC[n+]2cc(/N=C(\C)[O-])on2)cc1OC	-6	111	-3	102	-39	0	101	103	101	105	107
CCN1C(=O)/C(=C\c2ccc([N+](=O)[O-])s2)C(=O)NC1=S	2	97	32	91	nt	94*	105	97	98	98	96
CCOc1ccc(N2C(=O)NC(=O)/C(=C/c3cnc(SC)nc3)C2=O)cc1	0	99	-30	97	8	30	106	97	97	99	96
O=C1NC(=O)N(c2ccccc2)C(=O)/C1=C\c1ccc2c3c(cccc13)CC2	-4	100	12	94	nt	81*	98	94	100	95	97
C=CCn1c(O)c(C(CC)=Nc2ccc(N(CC)CC)cc2)c(=O)[nH]c1=O	-1	103	-34	99	12	11	104	103	97	103	103
Cc1cc(C)nc(-n2c(C)nc3cc(Cl)ccc3c2=O)c1	-1	106	-6	98	nt	-4	101	102	100	106	102

Some of the compounds tested. The share of hits here may be higher or lower than overall.
